Furin inh: human furin inhibitors, primary screen, biochemical, fluorescence intensity; purified furin, fluorogenic substrate cleavage; inhibition, % at 30 µM; 220,000 compounds, 0.061% hits; P09958; in the data active = inhibition above about 25%; also: inactives centre near -15
Target sequence (P09958 108-714 limits assumed): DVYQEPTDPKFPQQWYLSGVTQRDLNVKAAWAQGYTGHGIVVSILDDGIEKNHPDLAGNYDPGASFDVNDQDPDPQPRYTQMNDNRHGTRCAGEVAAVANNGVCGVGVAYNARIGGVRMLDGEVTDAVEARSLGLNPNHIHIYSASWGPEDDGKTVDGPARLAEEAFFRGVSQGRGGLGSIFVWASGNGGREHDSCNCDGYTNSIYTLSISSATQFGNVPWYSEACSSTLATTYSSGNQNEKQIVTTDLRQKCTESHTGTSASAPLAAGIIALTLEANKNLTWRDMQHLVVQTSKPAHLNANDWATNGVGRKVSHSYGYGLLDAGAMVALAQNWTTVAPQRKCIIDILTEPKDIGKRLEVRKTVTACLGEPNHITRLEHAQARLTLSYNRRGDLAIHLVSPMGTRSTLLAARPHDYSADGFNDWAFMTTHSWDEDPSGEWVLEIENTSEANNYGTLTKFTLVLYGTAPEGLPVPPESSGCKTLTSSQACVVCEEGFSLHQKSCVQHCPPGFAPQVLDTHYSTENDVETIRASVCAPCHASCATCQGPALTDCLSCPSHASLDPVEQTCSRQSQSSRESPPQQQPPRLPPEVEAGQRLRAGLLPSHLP
FXIIa inh 1536: human FXIIa protease inhibitors, primary screen, biochemical, 1536-well | purified FXIIa, Boc-QGR-AMC fluorogenic substrate, 2 h | inhibition, % at 5 µM | 220,000 compounds, 0.3% hits; in the data active = inhibition above about 40%;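 also: 0% = enzyme with no compound and 100% = blank without enzyme; many of its hits are not listed in these tables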
Rad51 HR inh: human RAD51 strand exchange inhibitors, primary screen, biochemical, fluorescence | 200,000 compounds, 0.085% hits | AID 1385, 2008 | inhibition, % at 10 µM | DNA repair protein RAD51 homolog 1 (Homo sapiens), Q06609 | hRad51 DNA strand exchange, fluorescence dequenching;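 active = inhibition above 40% at the single screening dose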;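 also: 0% = DMSO control wells and 100% = blanks with heterologous ssDNA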
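material = hRad51 filaments on single-stranded DNA | timing = filaments 15 min 37 °C, then compound 30 min | signal = FRET fluorescence dequenching, excitation 485 nm, emission 520 nm | benchmarks = control wells and blank wells on each plate | evaluation = percent inhibition relative to plate controls and blanks | compound = 10 µM final, single point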
FXIa inh: human FXIa protease inhibitors, primary screen, biochemical, 1536-well. Coagulation factor XI (Homo sapiens), P03951. purified FXIa, Boc-Glu-Ala-Arg-AMC fluorogenic substrate. inhibition, % at 5 µM. 220,000 compounds, 0.14% hits. AID 798, 2007;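 active = inhibition of at least 40%; inactive = inhibition below 40%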;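 also: fluorescence of freed AMC excited at 355 nm; 0% = enzyme without compound and 100% = no enzyme blank; many of its hits are not listed in these tables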
Calpain2 inh: inhibitors of pig calpain II, primary screen, biochemical, fluorogenic peptide substrate, 1536-well | inhibition, % at 16 µM | purified calpain II, 30 min | 220,000 compounds, 0.37% hits;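 active = inhibition above about 50%, limit read from the data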
thrombin 1536: human alpha-thrombin inhibitors, primary screen, counter-screen for coagulation protease inhibitor project, biochemical, 1536-well, fluorogenic AMC substrate; Prothrombin (Homo sapiens), P00734; Boc-VPR-AMC fluorogenic substrate cleavage; inhibition, % at 5 µM; 220,000 compounds, 0.26% hits;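 active = inhibition at or above 40%; inactive = inhibition below 40%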;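 also: 0% = enzyme with no compound and 100% = wells without enzyme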
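signal = AMC fluorescence, 355/460 nm | material = human alpha-thrombin enzyme | control set = enzyme without compound as high, wells lacking enzyme as low | times = reaction at room temperature | read-out basis = percent inhibition scaled between no-compound controls and no-enzyme blanks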
PERK inhibitor: block of dimerizer-induced PERK translation repression, primary screen, PERK inhibitor project, CHO PERK-DD cells, SEAP luminescence, HTS; CHO PERK-DD fusion, SEAP luminescence translation reporter; Eukaryotic translation initiation factor 2-alpha kinase 3 (Homo sapiens), Q9NZJ5; inhibition, % at 5.6 µM; 220,000 compounds, 0.17% hits;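 active = inhibition above the mean inhibition of all tested compounds plus 3 SD, set separately per screening campaign, cut at about 2.9% in these data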;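 also: PERK kinase domain activated by AP20187 dimerizer at 100 nM; 0% = DMSO with dimerizer and 100% = rapamycin at 8.4 µM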
KCC2 mod: KCC2 cotransporter modulators, thallium flux, primary screen, cell-based, HEK293 KCC2, FluoZin-2 fluorescence, MLSMR. KCC2 cells, thallium flux FluoZin-2 fluorescence. B-score of Tl+ flux slope (higher = more flux/activation; lower = inhibition) at 10 µM. AID 1456, 2008. 190,000 compounds, 2.2% hits;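 active = thallium flux slope and its plate-corrected score both differing from the plate sample mean at a set confidence after two filtering rounds, in either direction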;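 also: slope of fluorescence scaled to starting intensity during 10 to 20 s after thallium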
KLK5 inh: human KLK5 protease inhibitors, primary screen, biochemical, 1536-well; Kallikrein-5 (Homo sapiens), Q9Y337; recombinant hK5, fluorogenic AMC substrate cleavage; inhibition, % at 5 µM; 210,000 compounds, 0.59% hits; AID 873, 2007;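 active = inhibition of 40% or more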;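 also: 0% = enzyme controls without compound and 100% = no-enzyme blanks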
* = called active by the depositor; . = not tested or not shown. Not all compounds are listed; the hit share may differ from the screen's.

Compound,Furin inh,FXIIa inh 1536,Rad51 HR inh,FXIa inh,Calpain2 inh,thrombin 1536,PERK inhibitor,KCC2 mod,KLK5 inh
CCOC(=O)C(=O)N1CCN(CC)CC1,-15.2,3.1,.,-5.0,2.5,-3.1,0.5,0.284,-5.0
CN(Cc1nccs1)C(=O)CC1C(=O)NCCN1Cc1ccc(-c2ccccc2)cc1 (stereo unspecified),-18.7,5.2,8.7,-1.2,-3.0,-2.5,-0.2,-0.248,-2.1
CC(C)CCn1nnnc1C(c1ccccc1)N1CCN(C)CC1 (stereo unspecified),-18.2,5.1,2.0,1.7,-11.2,-2.9,-1.3,-1.11,-20.9
O=C(c1ccccn1)N(CC1CCCO1)C1(C(=O)NC2CCCCC2)CCCCC1 (stereo unspecified),-15.8,10.4,1.3,-3.3,-2.1,-1.7,-1.2,.,2.0
CCC(C)NC(=S)N1CCN(C(c2ccccc2)c2ccccc2)CC1 (stereo unspecified),-6.8,1.2,9.9,-10.2,21.9,-12.6,-0.7,-0.658,-15.3
CS(=O)(=O)Nc1nc2n(n1)C(c1ccc(F)cc1)CC(c1ccccc1)N2 (stereo unspecified),-18.7,5.9,8.7,-2.1,11.2,-1.6,0.7,-0.0864,-2.4
O=C1NCC(COc2ccc(Cl)cc2)O1 (stereo unspecified),-23.9,11.0,0.3,4.7,-9.8,0.6,-0.1,0.723,3.9
O=C(O)c1oc2ccccc2c1CSCc1ccccc1,-13.7,-7.3,-7.1,-0.7,1.8,-5.0,0.2,-2.58,-23.3
S=C(NCc1ccc2c(c1)OCO2)Nc1ccc(-c2nc3ccccc3[nH]2)cc1,10.5,10.5,23.3,20.2,0.5,2.7,0.4,-1.96,-4.9

A different layout for part of the listing above.
Order of values – Furin inh	FXIIa inh 1536	Rad51 HR inh	FXIa inh	Calpain2 inh	thrombin 1536	PERK inhibitor	KCC2 mod	KLK5 inh
CCOC(=O)C(=O)N1CCN(CC)CC1
    -15.2	3.1	.	-5.0	2.5	-3.1	0.5	0.284	-5.0
CN(Cc1nccs1)C(=O)CC1C(=O)NCCN1Cc1ccc(-c2ccccc2)cc1 (stereo unspecified)
    -18.7	5.2	8.7	-1.2	-3.0	-2.5	-0.2	-0.248	-2.1
CC(C)CCn1nnnc1C(c1ccccc1)N1CCN(C)CC1 (stereo unspecified)
    -18.2	5.1	2.0	1.7	-11.2	-2.9	-1.3	-1.11	-20.9
O=C(c1ccccn1)N(CC1CCCO1)C1(C(=O)NC2CCCCC2)CCCCC1 (stereo unspecified)
    -15.8	10.4	1.3	-3.3	-2.1	-1.7	-1.2	.	2.0
CCC(C)NC(=S)N1CCN(C(c2ccccc2)c2ccccc2)CC1 (stereo unspecified)
    -6.8	1.2	9.9	-10.2	21.9	-12.6	-0.7	-0.658	-15.3
CS(=O)(=O)Nc1nc2n(n1)C(c1ccc(F)cc1)CC(c1ccccc1)N2 (stereo unspecified)
    -18.7	5.9	8.7	-2.1	11.2	-1.6	0.7	-0.0864	-2.4
O=C1NCC(COc2ccc(Cl)cc2)O1 (stereo unspecified)
    -23.9	11.0	0.3	4.7	-9.8	0.6	-0.1	0.723	3.9

Screens from PubChem BioAssay.
